PLK1 PBD inh: qHTS for Inhibitors of PLK1-PDB (polo-like kinase 1 - polo-box domain): Primary Screen. Plk1 PBD binding of FITC phosphopeptide, fluorescence polarization. Potency, µM, for the others: max response, negative = inhibition, hits mostly inhibitors. 360,000 compounds, 2.8% hits; further: potency means the concentration at half of the fitted maximal effect; series mostly up to about 57 µM; on the % scale 0 is the no-effect control and ±100 the full control effect; nearly all actives have a fitted effect of over 65% in size
Target sequence (P53350 whole entry, looked up, the tested form may be a part): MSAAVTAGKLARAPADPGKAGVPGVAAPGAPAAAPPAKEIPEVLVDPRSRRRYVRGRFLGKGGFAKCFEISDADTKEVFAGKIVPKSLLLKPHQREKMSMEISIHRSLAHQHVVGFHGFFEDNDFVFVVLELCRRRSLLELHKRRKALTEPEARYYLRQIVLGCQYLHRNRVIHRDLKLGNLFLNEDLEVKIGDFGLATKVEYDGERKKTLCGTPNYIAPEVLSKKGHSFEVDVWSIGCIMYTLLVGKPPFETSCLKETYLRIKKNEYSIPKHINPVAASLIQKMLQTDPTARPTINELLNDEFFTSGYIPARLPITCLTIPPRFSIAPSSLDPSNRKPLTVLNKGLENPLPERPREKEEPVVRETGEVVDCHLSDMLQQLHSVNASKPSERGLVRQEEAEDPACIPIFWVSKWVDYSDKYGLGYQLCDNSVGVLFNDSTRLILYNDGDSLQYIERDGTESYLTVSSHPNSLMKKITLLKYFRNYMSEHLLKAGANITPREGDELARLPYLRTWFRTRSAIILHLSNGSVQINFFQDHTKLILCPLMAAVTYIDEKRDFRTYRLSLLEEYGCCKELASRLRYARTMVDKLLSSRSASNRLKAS
Abeta yeast res: qHTS for compounds that reverse cellular toxicity of Amyloid beta (A-beta) peptide in yeast: Primary Screen; yeast expressing A-beta42, growth rescue, OD600, 48 h; response scale: 0% DMSO, 100% iron-clioquinol control; Potency, µM (series often up to 46.1 µM), without a hit: at the highest dose growth rescue, actives largely listed as activators; 410,000 compounds, 0.063% hits; further: potency means the concentration at half of the fitted maximal effect; nearly all actives have a fitted effect of over 55% in size
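Yeast A-beta toxicity model in growth medium with pinned compounds, 48 h at 30 C; growth read as absorbance at 600 nm. Normalized to FeCl3/clioquinol equimolar mix (positive) and DMSO (negative).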
EPAC1 antagonist: qHTS for Antagonist of cAMP-regulated guanine nucleotide exchange factor 3 (EPAC1): primary screen; Rap guanine nucleotide exchange factor 3 (Homo sapiens), O95398; 360,000 compounds, 0.14% hits; Potency, µM (titrated, usually from 115 µM), for the others: at the highest dose activity change, negative = inhibition, actives largely listed as inhibitors; AID 720709, 2013; EPAC1 GEF assay, Rap1b-BODIPY-GDP exchange fluorescence;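 further: potency means the concentration at half of the fitted maximal effect; plate controls were vehicle for no effect and positive control for full effect; nearly all actives have a fitted effect of over 50% in size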
WRN inhibitor: qHTS for Inhibitors of WRN Helicase; AID 651768, 2012; Bifunctional 3'-5' exonuclease/ATP-dependent helicase WRN (Homo sapiens), Q14191; 360,000 compounds, 0.46% hits; Potency, µM (titrated, usually from 114 µM), without a hit: at the highest dose activity change, negative = inhibition, usual class: inhibitors; WRN helicase unwinding, fluorescent forked duplex, kinetic; further: potency means the concentration at half of the fitted maximal effect; on the % scale 0 is the no-effect control and ±100 the full control effect; nearly all actives have a fitted effect of over 55% in size
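Fluorescence dequenching readout, ex 525 nm/em 598 nm, kinetic mode: forked duplex DNA (100 nM final) with adjacent fluorophore and quencher unwound by WRN (20 nM final) with 2 mM ATP. Compound preincubation 15 min, room temperature.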
FUS yeast rescue: qHTS for Suppressors of FUS Proteinopathy: Primary screen using FUS-linked yeast assay; 390,000 compounds, 0.24% hits; S. cerevisiae FUS-expressing, growth rescue, OD600, 24 h; AID 1347120, 2019; Potency, µM (highest dose often 76.6 µM), for the others: top-dose growth rescue (activation), most hits filed as activators;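 further: potency means the concentration at half of the fitted maximal effect; plate controls were DMSO vehicle for no effect and reference control for full effect; nearly all actives have a fitted effect of over 55% in size; some results filed as inactive show a strong effect at the top dose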
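Yeast expressing FUS under galactose induction, OD 0.005 in 2% galactose medium; compounds in a dilution series, 24 h at 30C. Growth rescue by absorbance at 600 nm; CP55940 positive control, DMSO negative.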
IL-2 act: qHTS of IL-2 Activators. IL-2 activation reporter assay, cell-based qHTS; stimulated with anti-CD3/CD4/CD28 beads; in transgenic mouse T cells. activation, % (series mostly up to about 46 µM). 360,000 compounds, 0.065% hits. AID 652025, 2013; in the data active means activation above about 50%; inconclusive means mostly about 30% to 49%; further: 0% is about no effect
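Quantitative HTS in unstimulated transgenic mouse T cells, with memory T cells as non-tolerant control and PMA/ionomycin as tolerance-bypass control. Compound pretreatment lasted 60 minutes before 18 h bead stimulation; EGFP/DsRed fluorescence read.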
EPAC1 agonist: qHTS for Agonist of cAMP-regulated guanine nucleotide exchange factor 3 (EPAC1): primary screen; Rap guanine nucleotide exchange factor 3 (Homo sapiens), O95398; Potency, µM (top dose mostly 154 µM), for the others: at the top dose activation, hits mostly activators; 360,000 compounds, 0.073% hits; EPAC1 agonist qHTS, biochemical assay; response scale: 100% = response to 6.5 mM cAMP; AID 720707, 2013; further: potency means the concentration at half of the fitted maximal effect; nearly all actives have a fitted effect of over 60% in size
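Nucleotide exchange assay: 100 nM EPAC1 with 250 nM Rap1B loaded with BODIPY-GDP and 50 uM GDP, room temperature. Fluorescence (480/540 nm) read every 5 min for 30 min; signal change normalized to 6.5 mM cAMP as full agonist.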
PI5P4K alpha inh: qHTS for Inhibitors of phosphatidylinositol 5-phosphate 4-kinase (PI5P4K); Phosphatidylinositol 5-phosphate 4-kinase type-2 alpha (Homo sapiens), P48426; max response, %; 330,000 compounds, 1.2% hits; PI5P4Kalpha enzyme, ADP-Glo luminescence, 60 min; stronger effect = lower value; active means max response of -50% or lower; inconclusive means between -30% and -50%; inactive means -30% or higher; further: value at the top dose of about 77 µM; on the % scale 0 is the no-effect control and ±100 the full control effect
Target sequence (P48426 whole entry, looked up): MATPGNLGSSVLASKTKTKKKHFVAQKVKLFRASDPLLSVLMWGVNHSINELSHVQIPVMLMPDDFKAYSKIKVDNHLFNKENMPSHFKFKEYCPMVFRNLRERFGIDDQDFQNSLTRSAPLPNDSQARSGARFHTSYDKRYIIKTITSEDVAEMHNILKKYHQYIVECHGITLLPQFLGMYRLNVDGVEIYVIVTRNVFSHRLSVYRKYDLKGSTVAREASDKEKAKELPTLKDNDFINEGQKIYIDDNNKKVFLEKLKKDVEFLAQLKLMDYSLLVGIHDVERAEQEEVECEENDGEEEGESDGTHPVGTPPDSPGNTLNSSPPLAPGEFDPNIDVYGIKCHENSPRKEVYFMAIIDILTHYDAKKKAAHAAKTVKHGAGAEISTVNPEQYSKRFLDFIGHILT
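PI5P4Kalpha ADP-Glo assay; 5 microM ATP final; 60 min RT reaction; HEPES pH 7.4/EGTA/CHAPS, 5% DMSO; controls lacking substrate or enzyme; luminescent end-point.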
Numbers without * were called inactive; ? = inconclusive; nt = not tested or not shown; [ ] = another dose, or the depositor's remark. Unless noted, the call rests on the fitted dose curve; in most records, active means well fitted curve in the direction sought with a large enough effect; inconclusive means small, poorly fitted or top-dose-only effect, or another doubt; inactive means no such curve, though single readings can be large; an effect the other way counts as inactive or inconclusive.

SMILES | PLK1 PBD inh | Abeta yeast res | EPAC1 antagonist | WRN inhibitor | FUS yeast rescue | IL-2 act | EPAC1 agonist | PI5P4K alpha inh
CCC(CC)NC(=O)c1n[nH]c(=O)c2ccccc12 | ? | 1.3% | -3.4% | 2.9% | -1.6% | -1.1 | -0.3% | 1.3
CC1CCN=C(N)S1 (stereo not given) | -12.1% | -17.6% | -0.8% | -3.2% | -40.7% | 0.4 | -6.4% | 2.4
CC1(C(=O)NCc2ccccc2)CN(S(C)(=O)=O)CC(=O)N1CCCN1CCOCC1 (stereo not given) | -0.2% | -4.5% | 1.2% | 4.6% | -11.5% | -0.6 | -3.0% | 2.0
O=C(NCCS(=O)(=O)c1ccc(Br)cc1)c1ccccc1 | -13.0% | -6.2% | 3.8% | 2.0% | 7.7% | -1.3 | -0.6% | -0.7
COc1ccc(C(=S)N2CCCCCC2)cc1 | 26.7µM* | 8.3% | 13.9% | 3.8% | 33.5% | -3.7 | 9.2% | -22.3
Cc1cc2nc3c(=O)n(CCc4ccccc4)c(=O)[nH]c3nc2cc1N | 2.67µM* | 7.7% | 19.7% | -6.9% | 40.3% | 11.4 | ? | -85.7*
C[C@H](CO)N1C[C@H](C)[C@H](CN(C)C(=O)Nc2ccc3c(c2)OCCO3)OCc2cnnn2CCCC1=O | -17.6% | -6.0% | -24.9% | -4.0% | -9.0% | -1.5 | 7.4% | 5.4
CCOC(=O)Cn1nc(NC(=O)COc2ccc(F)cc2)cc1C | 4.1% | -3.6% | 5.3% | -25.3% | nt | -2.6 | 5.3% | -6.0
CC1Cc2ccccc2N1C(=O)COC(=O)/C=C/c1ccc(F)cc1 (stereo not given) | 9.0% | -6.4% | -5.7% | -1.6% | -15.1% | 0.2 | -7.4% | 3.2
COC(=O)C1=C(C)Nc2c(c(=O)n(C)c(=O)n2C)C1c1ccc(C)cc1 (stereo not given) | -9.5% | -12.4% | -11.9% | 12.2% | 9.7% | -3.1 | -1.3% | -9.3
COc1ccc(Cl)cc1C(=O)NNC(=O)COC(=O)c1ccc(Br)o1 | 0.7% | -15.8% | -1.5% | -18.6% | 19.3% | 0.6 | -6.3% | 4.1
O=[N+]([O-])c1ccc(Cl)c(/C=N/N2CCN(Cc3ccc(Cl)cc3)CC2)c1 | 0.1% | 1.8% | -5.6% | 0.7% | -33.6% | 0.4 | -2.3% | -6.2
CCOC(=O)[C@]12CCCC=C1N(CCC1=CCCCC1)C(=O)[C@H](CC(=O)NCCCOC)C2 | 2.5% | 7.9% | 4.8% | 2.1% | 11.8% | -0.9 | -4.8% | -1.9
O=C(CN1CCCCCCC1)N/N=C/c1ccccc1F | -4.5% | 21.6% | 6.5% | -3.2% | nt | -0.5 | 0.5% | -1.4
CCC(C)(C)NC(=O)C(c1cccc(OC)c1)N(C(=O)c1ccn[nH]1)c1cccc(OC)c1 (stereo not given) | -6.0% | 1.6% | -4.4% | 6.6% | 40.7% | 5.6 | 1.7% | nt

Quoted at random: 4 entries already listed, in no set order.
SMILES | PLK1 PBD inh | Abeta yeast res | EPAC1 antagonist | WRN inhibitor | FUS yeast rescue | IL-2 act | EPAC1 agonist | PI5P4K alpha inh
CCOC(=O)Cn1nc(NC(=O)COc2ccc(F)cc2)cc1C | 4.1% | -3.6% | 5.3% | -25.3% | nt | -2.6 | 5.3% | -6.0
CC1CCN=C(N)S1 (stereo not given) | -12.1% | -17.6% | -0.8% | -3.2% | -40.7% | 0.4 | -6.4% | 2.4
C[C@H](CO)N1C[C@H](C)[C@H](CN(C)C(=O)Nc2ccc3c(c2)OCCO3)OCc2cnnn2CCCC1=O | -17.6% | -6.0% | -24.9% | -4.0% | -9.0% | -1.5 | 7.4% | 5.4
O=C(CN1CCCCCCC1)N/N=C/c1ccccc1F | -4.5% | 21.6% | 6.5% | -3.2% | nt | -0.5 | 0.5% | -1.4

New compounds follow.
SMILES | PLK1 PBD inh | Abeta yeast res | EPAC1 antagonist | WRN inhibitor | FUS yeast rescue | IL-2 act | EPAC1 agonist | PI5P4K alpha inh
O=c1c(Cc2c(F)cccc2Cl)c(O)ccn1C1CC1 | 3.1% | -6.5% | 0.6% | 1.1% | -21.2% | 0.7 | 15.4% | -0.1
C[C@@H]1ON(C)[C@H]2C[C@H]3c4[nH]c5ccc(-c6ccc7c(c6)OCO7)cc5c4CCN3C(=O)[C@@H]12 | -10.3% | 9.2% | ? | 4.9% | ? | -2.2 | 8.7% | 1.0
Cn1nc(CC(=O)NCc2ccc(F)cc2)c2ccccc2c1=O | 7.2% | -7.5% | 14.9% | 4.6% | -22.5% | -3.1 | -10.6% | 2.5
COc1ccc(NC(=O)CSc2nc3ccccc3c(=O)n2C)cc1 | 0.9% | -7.2% | -2.7% | -3.7% | -9.7% | -0.9 | 8.3% | 0.9
CCOC(=O)C1(CC2CCCCO2)CCN(Cc2nc(-c3cccs3)oc2C)CC1 (stereo not given) | -0.3% | -3.0% | 13.6% | 6.1% | 9.8% | 0.0 | 1.2% | 2.0
CCN(CC(=O)Nc1ccc2c(c1)OCCO2)C(=O)/C=C/c1cccc(OC)c1OC | -2.5% | 4.4% | -9.3% | -4.3% | 0.7% | -2.1 | 6.7% | 5.0
CC(C)[C@@H](C(=O)N1CCNCC1)n1cc(CCO)nn1 | -9.3% | -19.1% | -11.6% | -8.6% | -21.2% | 0.5 | -9.8% | 4.5
CN(C)C(=O)c1ccc(=O)n(Cc2ccc(Cl)cc2Cl)c1 | -4.5% | -11.8% | -0.1% | 10.6% | 6.7% | -3.8 | 11.4% | 15.3
O=S1(=O)CCN2C=Nc3sc4c(c3C2=N1)CCCC4 | -2.2% | -25.5% | 17.6% | -2.4% | 3.6% | -2.6 | -4.1% | -1.0
COc1ccccc1-c1nnc(SCC(=O)N2CCOCC2)o1 | 0.4% | 9.1% | -7.1% | 7.9% | -20.3% | 0.6 | -4.8% | -1.5
CC(OCCN(C)C)C(=O)C12CC3CC(CC(C3)C1)C2 (stereo not given) | -2.5% | 4.8% | -14.4% | 3.9% | 0.0% | 0.2 | -1.3% | -1.8
O=C(NC1CCSc2ccccc21)c1cccc(Cl)c1 (stereo not given) | -7.8% | -40.4%[inhibitor] | ? | 6.4% | -14.9% | -1.1 | -3.6% | 0.5
Cc1cc(/C=C2/NC(=O)N(Cc3ccccc3F)C2=O)c(C)n1C(C)C | -2.7% | -6.4% | 31.4%[activator] | -4.0% | ? | -0.7 | -1.3% | -0.7
CO/N=C/c1c(-c2ccccc2)nn(C)c1Cl | -4.9% | -11.1% | -11.0% | -4.5% | -4.2% | -3.9 | -0.4% | 1.0
CCCC(O)(c1ccc(OC)cc1)C(CN1CCOCC1)c1ccccc1 (stereo not given) | 2.7% | 4.7% | -5.5% | -4.0% | 7.4% | -1.5 | 0.9% | 7.7
COc1cccc2cc(C(=O)Nc3ccc(F)cc3)c(=Nc3ccc(C(=O)O)cc3)oc12 | ? | -1.8% | -1.7% | -6.8% | -44.4% | 0.4 | 13.9% | -2.5
COc1cccc(C(=O)NNC(=O)c2cccnc2)c1 | 1.4% | -8.2% | 19.0% | 0.1% | 9.6% | 0.1 | -0.2% | -2.1
Cc1cnccc1CN(C)Cc1nc(Cc2ccccc2Cl)no1 | -10.8% | -0.4% | 5.1% | -3.2% | 1.3% | -3.1 | 7.0% | -15.4
C/C(=N\O)c1ccccc1C(=O)O | -1.0% | 14.8% | 3.5% | -0.1%[57.1 µM] | -25.5% | -0.5 | 0.9% | 1.7
COCc1cc(C)nc(SCC(=O)Nc2ccc3[nH]c(=O)[nH]c3c2)c1C#N | -11.2% | 8.1% | -8.8% | -0.9% | 4.6% | 1.2 | -9.0% | 9.5
CCOc1ccc(N2C(=O)CC(C(C)c3ccccc3)C2=O)cc1 (stereo not given) | -2.5% | 5.7% | -0.9% | -3.6% | -12.5% | -2.1 | 5.0% | 0.3
O=C(N/N=C\c1ccc[nH]1)c1cncc(Br)c1 | -3.7% | -11.4% | -5.4% | 0.5% | -16.3% | 0.0 | -1.9% | -17.9
CC(=O)Nc1ccc(CN2CCCN(C)CC2)cc1 | 2.8% | -6.9% | 6.3% | 6.7% | 17.1% | -0.1 | 3.1% | -2.7
CCN1CCN(Cc2nc3c(c(=O)n(C)c(=O)n3C)n2CC(=O)c2ccccc2)CC1 | 4.2% | 4.2% | -3.0% | -2.4% | -10.7% | 0.9 | 6.9% | 3.1
CN(C)CC(C)(C)CNC(=S)Nc1cc(S(=O)(=O)N2CCOCC2)ccc1Cl | -22.2% | -3.0% | -23.0% | -5.2% | 6.5% | 0.6 | 4.5% | 8.0
CC(C)c1ccc(NC(=O)C2(C)Cc3c(-c4ccc5c(c4)OCO5)ccnc3O2)cc1 (stereo not given) | -7.6% | -6.0% | -1.5% | -8.4% | ? | 0.4 | 8.4% | 10.5
COc1ccc(S(=O)(=O)N2CCOCC2)cc1NC(=O)c1ccc(-n2nc(C)cc2C)cc1 | -3.0% | -0.3% | -13.5% | -3.5% | -8.5% | -0.5 | 12.3% | 0.3
O=C(CSc1nnc(CNC(=O)c2cccs2)o1)NCC1CCCO1 (stereo not given) | -13.7% | 5.3% | 7.6% | 0.7% | -5.9% | 0.7 | 6.8% | 3.0
Cc1cc(C)cc(-n2ncc3c2CCCC3NC(=O)c2ccccc2N2CCOCC2)c1 (stereo not given) | -5.0% | -1.9% | -23.7% | -3.9%[57.1 µM] | 25.1% | -4.0 | 8.1% | 7.3
NC(=O)C1CCN(C(=O)CSc2nc3ccccc3[nH]2)CC1 | -23.5% | -29.1% | 11.0% | -1.3% | -4.5% | -0.4 | -4.7% | 0.9
CCOc1ccc2oc(C(=O)OCC(=O)NC3CCCCC3)c(C)c2c1 | -7.0% | -5.8% | -12.1% | -1.8% | 15.6% | 1.8 | 3.2% | 0.1

Screening data: PubChem, National Center for Advancing Translational Sciences (NCATS)
